Jurkat NFkB inh = inhibitors of the PMA/ionomycin-induced NF-kB reporter in Jurkat cells; PMA/ionomycin-induced NF-kB luciferase reporter, luminescence; inhibition, % at 4 µM; 0.53% of 330,000 active; AID 435003
697 NFkB inh = inhibitors of the PMA/ionomycin-induced NF-kB reporter in 697 B cells; 697 B-cell NF-kB luciferase reporter, 16 h; inhibition, % at 4 µM; 0.33% of 330,000 active; in the data active means inhibition above about 35%
UBC13 polyUb = inhibitors of human UBC13 polyubiquitin chain formation. inhibition, % at 20 µM. 0.47% of 330,000 active. TR-FRET; in the data active means inhibition above about 45%, passing the limit was not always enough
Target sequence (P61088 whole entry, looked up): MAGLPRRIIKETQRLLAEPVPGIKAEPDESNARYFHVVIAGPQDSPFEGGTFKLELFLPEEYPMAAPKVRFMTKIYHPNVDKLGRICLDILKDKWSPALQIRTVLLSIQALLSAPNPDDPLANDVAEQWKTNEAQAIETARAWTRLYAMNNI
HKDC1 inhibitor = inhibitors of human hexokinase HKDC1; Q2TB90; recombinant HKDC1, G6PDH/diaphorase resazurin coupled fluorescence; inhibition, % at 20 µM; 0.16% of 340,000 active;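 active means inhibition above about 35% when tested at 20 µM, limit read from the data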;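 further: plate controls were DMSO wells with enzyme for no effect and DMSO wells lacking enzyme for full effect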
Target sequence (Q2TB90 whole entry, looked up): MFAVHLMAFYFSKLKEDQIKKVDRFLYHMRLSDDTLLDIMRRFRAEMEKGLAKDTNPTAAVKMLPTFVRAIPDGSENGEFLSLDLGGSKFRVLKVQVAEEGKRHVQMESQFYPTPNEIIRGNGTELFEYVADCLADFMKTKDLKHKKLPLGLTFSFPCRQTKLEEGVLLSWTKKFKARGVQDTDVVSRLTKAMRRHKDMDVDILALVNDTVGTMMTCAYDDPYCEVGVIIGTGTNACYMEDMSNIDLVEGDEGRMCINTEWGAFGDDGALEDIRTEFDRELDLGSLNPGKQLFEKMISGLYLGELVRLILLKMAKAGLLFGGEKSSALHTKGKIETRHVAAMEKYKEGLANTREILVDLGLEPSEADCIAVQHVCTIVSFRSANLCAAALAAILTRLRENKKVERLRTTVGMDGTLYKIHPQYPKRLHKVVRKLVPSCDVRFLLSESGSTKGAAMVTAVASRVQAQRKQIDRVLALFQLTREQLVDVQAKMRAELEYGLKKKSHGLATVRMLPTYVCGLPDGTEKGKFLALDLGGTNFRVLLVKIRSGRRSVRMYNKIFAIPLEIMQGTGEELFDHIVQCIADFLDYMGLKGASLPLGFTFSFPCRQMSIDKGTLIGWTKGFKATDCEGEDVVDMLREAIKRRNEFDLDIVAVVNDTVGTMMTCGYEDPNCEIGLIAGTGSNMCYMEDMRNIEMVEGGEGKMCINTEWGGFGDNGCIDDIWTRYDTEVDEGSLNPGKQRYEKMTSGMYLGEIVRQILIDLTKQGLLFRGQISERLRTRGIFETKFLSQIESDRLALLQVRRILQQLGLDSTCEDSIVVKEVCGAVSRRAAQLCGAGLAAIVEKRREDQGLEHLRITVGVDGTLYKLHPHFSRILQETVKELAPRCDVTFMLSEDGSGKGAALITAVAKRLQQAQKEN
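Assay system: in-house recombinant HK5 (HKDC1) enzyme. Input: HKDC1 at 5 µg/mL. Medium: Tris pH 8.0 buffer with MgCl2, Tween-20, BSA, BME. Dosing: single 20 µM dose. Schedule: 90 min reaction incubation at room temperature, dark. Signal: resazurin-to-resorufin fluorescence via G6PDH and diaphorase coupling, 525/613 nm. Controls: DMSO-enzyme wells negative, buffer-substituted wells positive.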
Apaf-1 inh = inhibitors of human Apaf-1 apoptosome; reconstituted apoptosome caspase-3 activity, DEVD-Rh110 fluorescence; inhibition, % at 20 µM; 0.71% of 330,000 active; AID 489030; active means inhibition of at least 40% at 20 µM;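 further: plate controls were DMSO wells for no effect and DEVD-CHO caspase inhibitor wells for full effect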
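detection = Rh110 fluorescence intensity | test system = biochemical Apaf-1 apoptosome reconstitution | also added = cytochrome c and DEVD-Rh110 substrate | schedule = 30 min plus 50 min, RT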
Gli-Sufu antag = antagonists of Gli-Sufu signaling. Sufu-KO-LIGHT fibroblasts, Gli luciferase reporter luminescence. inhibition, % at 5 µM. 0.74% of 340,000 active;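 active means inhibition above about 55%, limit read from the data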;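 further: 0% = DMSO-treated cells and 100% = wells with medium but no cells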
SENP8 block = SENP8 protease inhibition | 1.2% of 330,000 active | purified SENP8, Z-RLRGG-aminoluciferin cleavage, luminescence | AID 2540 | inhibition, % at 10 µM
SENP7 block = inhibitors of human SENP7 protease; Q9BQF6; recombinant SENP7, Z-RLRGG-aminoluciferin luminescence, 40 min; inhibition, % at 5 µM; 1.5% of 330,000 active; AID 434973;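 active means inhibition above about 50% at the single test dose, limit read from the data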;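 further: plate controls were DMSO with enzyme for no effect and no enzyme buffer wells for full effect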
* = called active by the depositor; · = no result given. Unless noted, no stated cut-off is given here; in the data, active means inhibition above about 50%; inactive means the rest.

Each structure is followed by: HKDC1 inhibitor | Jurkat NFkB inh | Gli-Sufu antag | Apaf-1 inh | 697 NFkB inh | SENP8 block | UBC13 polyUb | SENP7 block
O=S(=O)(NCC(O)COCc1ccco1)c1cccs1 (configuration not stated)
  2 | -23 | 38 | 11 | -12 | 0 | -14 | -3
Clc1ccc(CO/N=C/c2cccs2)cc1
  -4 | 4 | 2 | -15 | 22 | 10 | -9 | 5
CCn1nnc2cc(C(=O)Nc3cc(OC)cc(OC)c3)ccc21
  3 | -24 | -24 | 0 | 7 | 8 | 6 | -2
CCCCC#Cc1ccc(C(=O)NNC(=O)Nc2ccccc2)o1
  -2 | 0 | -8 | 6 | -2 | -6 | -3 | -11
CCn1ccnc1CN1CCc2c([nH]c3ccccc23)C1C(C)(C)C (configuration not stated)
  -5 | 12 | 11 | 12 | -3 | 6 | 14 | 1
O=C(CSc1ccc(-c2cccnc2)nn1)N1CCCc2ccccc21
  · | 4 | · | -6 | -4 | -6 | 13 | -4
O=C(CS(=O)CC(=O)Nc1cnc2ccccc2c1)Nc1ccc(Cl)cc1 (configuration not stated)
  0 | -4 | 5 | 8 | 8 | 7 | 13 | 10
CCOCCCNC(=O)/C(C#N)=C/c1ccc(-c2ccc(S(=O)(=O)N3CCOCC3)cc2)o1
  3 | 10 | 1 | 14 | -25 | -6 | -13 | -3
Cc1cccn2c(=O)c3cc(C(=O)NCCN4CCOCC4)c(=N)n(Cc4ccc(F)cc4)c3nc12
  5 | 25 | 44 | 2 | 22 | -7 | -2 | -4
CCn1c(CNC(=O)c2cccc(C)c2)nnc1SCC(=O)Nc1cccc(OC)c1
  14 | 15 | -8 | -12 | 26 | -2 | 20 | -3
CCOc1ccccc1OCCCC(=O)Nc1ccc(Cl)c(S(=O)(=O)N2CCOCC2)c1
  2 | -11 | 4 | 20 | -34 | -8 | -7 | 1
Cc1ccc(OCc2cc(C(=O)NCc3cc(F)ccc3C)no2)cn1
  -3 | -1 | 6 | 8 | -26 | 16 | -15 | 1
O=c1c(-c2ccccc2)c(O)c2ccccc2n1-c1ccccc1
  3 | 3 | 10 | 1 | 8 | 6 | 7 | -1
CCCCCC(O)CCc1n[nH]c(=S)n1-c1ccccc1 (configuration not stated)
  -3 | -22 | 3 | 1 | -16 | -4 | -2 | 9
COc1ccc(C2CC(c3ccc(C)cc3)Nc3ncnn32)cc1 (configuration not stated)
  -2 | 9 | 18 | -6 | -9 | 4 | 11 | -2
O=C(CN1CCOCC1)Nc1ccc2c(c1)CCC2
  -7 | -19 | -9 | -3 | 5 | -4 | -4 | -7
Cc1ccc(-n2nc3c(c2NC(=O)CC(C)C)CS(=O)C3)cc1 (configuration not stated)
  -7 | -4 | 20 | 6 | -1 | 7 | -12 | -2
Cc1cccc(N2CCN(S(=O)(=O)c3ccc4c(c3)n(C)c(=O)c(=O)n4C)CC2C)c1 (configuration not stated)
  4 | 5 | -5 | 4 | 19 | -2 | -4 | 3
COc1ccc(N(C)S(=O)(=O)c2cccc(C(=O)Nc3nc(C)cs3)c2)cc1
  1 | -1 | 3 | 9 | 11 | -7 | -5 | -12
CCc1nc2ccc(C(=O)O)cc2nc1CC
  -13 | 0 | -12 | -4 | -84 | 3 | -3 | 1

Taken from above:
Clc1ccc(CO/N=C/c2cccs2)cc1 – 697 NFkB inh: 22
CCOc1ccccc1OCCCC(=O)Nc1ccc(Cl)c(S(=O)(=O)N2CCOCC2)c1 – Gli-Sufu antag: 4
COc1ccc(N(C)S(=O)(=O)c2cccc(C(=O)Nc3nc(C)cs3)c2)cc1 – SENP7 block: -12
O=C(CN1CCOCC1)Nc1ccc2c(c1)CCC2 – Gli-Sufu antag: -9
CCOCCCNC(=O)/C(C#N)=C/c1ccc(-c2ccc(S(=O)(=O)N3CCOCC3)cc2)o1 – SENP8 block: -6
Cc1cccn2c(=O)c3cc(C(=O)NCCN4CCOCC4)c(=N)n(Cc4ccc(F)cc4)c3nc12 – Apaf-1 inh: 2

(next part)
Each structure is followed by: HKDC1 inhibitor | Jurkat NFkB inh | Gli-Sufu antag | Apaf-1 inh | 697 NFkB inh | SENP8 block | UBC13 polyUb | SENP7 block
N#C/C(=C\c1ccc(-c2cccc([N+](=O)[O-])c2)o1)C(=O)N1CCOCC1
  6 | -9 | 2 | 7 | 7 | -3 | -4 | -3
Cc1ccc(S(=O)(=O)N2CCN(C(=O)c3ccnn3C)CC2)cc1C
  -4 | -2 | 4 | -4 | -1 | -5 | -3 | 8
O=C1NC(Cc2ccccc2)c2nc3cc(Cl)ccc3c(=O)n2-c2ccccc21 (configuration not stated)
  · | -6 | · | 12 | 1 | 0 | 13 | -5
CCOc1ccc(/C=N/NC(=O)CC(=O)Nc2ccc(Cl)c(Cl)c2)cc1
  16 | 2 | 2 | 4 | 7 | 0 | 1 | 6
CCC(C)OC1OC(CO)C(O)C(O)C1NC(C)=O (configuration not stated)
  7 | 14 | -14 | -2 | 17 | 2 | 8 | 1
COc1ccc(/C=C(/NC(=O)c2ccco2)C(=O)NCc2ccco2)cc1OC
  -1 | -12 | -2 | 3 | -12 | -2 | -11 | 1
COc1ccc(C(=O)N[C@H](C(=O)NCc2ccco2)C(C)C)cc1
  -2 | -3 | -4 | 2 | 11 | 4 | -12 | 2
CC1CCN(C(=O)c2cc3ccccc3cc2O)CC1
  -3 | -1 | -10 | -3 | 5 | -3 | 4 | 2
CCOc1ccc(CCNC(=O)C2CCN(c3nn4c(=O)cc(C)nc4s3)CC2)cc1
  -10 | 18 | -8 | -5 | -1 | 10 | 0 | 3
COc1ccc(Cl)cc1C(=O)OCC(=O)N1CCCC(C)C1 (configuration not stated)
  -6 | -4 | 9 | 0 | 4 | -1 | 7 | 1
CN(C)S(=O)(=O)c1ccc(N2CCCC2)c(C(=O)Nc2ccccc2OC(F)F)c1
  -1 | 0 | -4 | 0 | 8 | -8 | -6 | -7
Cc1ccc(C(=O)N2CCN=C2SCc2ccc([N+](=O)[O-])cc2)cc1C
  -5 | -4 | -24 | 8 | 12 | -4 | 12 | 3
CSc1ccc(CNc2nc3ccccc3n3cnnc23)cc1
  -4 | -12 | 3 | 11 | -1 | -5 | -2 | -5
CC(C)(C)C1CCC(C(=O)OCC(=O)N2CCOCC2)CC1 (configuration not stated)
  -8 | 0 | -2 | 8 | 11 | -17 | -6 | -2
Cc1ccsc1CNC1C2CC3CC(C2)CC1C3 (configuration not stated)
  -2 | 2 | 12 | -6 | 16 | -3 | 14 | -12
CCCCn1c(SCC(=O)OC)nc2c1c(=O)n(C)c(=O)n2C
  -11 | 6 | 6 | -6 | 0 | -2 | 0 | 1
CC(C)n1cc(CN2CCC(n3nccc3NC(=O)CCCc3ccccc3)CC2)cn1
  -7 | 14 | 15 | 8 | 17 | 10 | 5 | -7
CN(C)CC(C)(C)CNS(=O)(=O)c1cccc(Cl)c1Cl
  0 | -7 | -2 | -8 | -3 | 3 | 4 | 5
Cc1cc(C)nc(NC(=O)c2cc(Br)ccc2Cl)n1
  3 | -17 | -30 | 0 | 7 | -11 | -25 | -1
CCCCCn1c(=O)[nH]c2cc(C(=O)NCCCN(C)Cc3ccccc3)ccc2c1=O
  -8 | -5 | 10 | -11 | -5 | 1 | 23 | 3

The last 2 compounds of the section above open the next one.
Each structure is followed by: HKDC1 inhibitor | Jurkat NFkB inh | Gli-Sufu antag | Apaf-1 inh | 697 NFkB inh | SENP8 block | UBC13 polyUb | SENP7 block
Cc1cc(C)nc(NC(=O)c2cc(Br)ccc2Cl)n1
  3 | -17 | -30 | 0 | 7 | -11 | -25 | -1
CCCCCn1c(=O)[nH]c2cc(C(=O)NCCCN(C)Cc3ccccc3)ccc2c1=O
  -8 | -5 | 10 | -11 | -5 | 1 | 23 | 3
CN=c1scc(C)n1/N=C/c1ccc(O)cc1
  2 | -101 | 7 | 1 | -129 | 0 | -7 | 11
CC(Sc1nnc(-c2ccccc2)c(-c2ccccc2)n1)C(=O)N1CCc2ccccc21 (configuration not stated)
  16 | -1 | -3 | 8 | 3 | -2 | 18 | 2
Cc1onc(-c2c(Cl)cccc2Cl)c1C(=O)N1CCCc2ccccc21
  -7 | 6 | -6 | 5 | -8 | -1 | 5 | -1
O=C(C[n+]1cc(Br)cc(Br)c1)c1cccc([N+](=O)[O-])c1
  11 | -2 | -12 | 4 | 12 | -3 | -11 | 1
COc1ccc(/C=N/Nc2nc(C)c([N+](=O)[O-])c(N(C)c3ccccc3)n2)cc1OC
  1 | -12 | 1 | 14 | 2 | 5 | -15 | 2
Cc1ccc(Oc2ccc(C=O)cn2)cc1
  -10 | -7 | 3 | -6 | 6 | -2 | -11 | 3
CC(C)(C)N1CC(C(=O)Nc2ccc(S(N)(=O)=O)cc2)CC1=O (configuration not stated)
  -6 | 7 | 2 | -2 | -11 | 4 | 2 | -14
CCC1CCCCN1CCCNC(=O)C1CCC(Cn2c(=O)[nH]c3ccccc3c2=O)CC1 (configuration not stated)
  -2 | -1 | -13 | 2 | -15 | 4 | -2 | 2
CCCc1cc(=O)[nH]c(NCc2ccc(Cl)cc2)n1
  3 | 17 | -2 | 7 | 22 | 4 | 10 | -9
Cc1ccc2c(c1)[C@@H](O)C[C@@H](C)N2N=O
  -10 | 3 | -5 | -8 | -6 | -7 | 0 | -8
O=C(N/N=C/c1cn(-c2ccccc2)nc1-c1cccs1)c1ccncc1
  -5 | -16 | -6 | 17 | -8 | -14 | 8 | 0
COc1ccccc1CC(NC(C)=O)C(=O)NC1CCN(C(=O)NCc2ccccc2)CC1 (configuration not stated)
  -4 | -5 | 0 | 7 | -20 | -10 | -3 | -8
O=C(NCc1ccncc1)C12CC3CC(CC(C3)C1)C2
  6 | 6 | -12 | -27 | 11 | 7 | 2 | -1
COc1ccc(C)cc1S(=O)(=O)N1CCN(S(=O)(=O)c2cc(C)ccc2OC)CC1
  -6 | 0 | -10 | 8 | 9 | -1 | 11 | 0
CC1CN(C(=S)Nc2cccc(F)c2)CC(C)O1 (configuration not stated)
  1 | 0 | -23 | -7 | 12 | 8 | 5 | -1
CCCOc1ccc(N2C(=O)CC(N(Cc3ccco3)C(=O)CC)C2=O)cc1 (configuration not stated)
  -7 | -14 | -1 | -7 | 20 | 4 | -3 | 6
COC(=O)c1c(-c2ccncc2)csc1NC(=O)c1ccoc1C
  12 | -83 | -47 | 6 | -62 | -14 | 10 | -3
COc1ccc(OC)c(Cc2nnc(CCC(=O)N3CCCCC3c3nccs3)o2)c1 (configuration not stated)
  -6 | -54 | 12 | -28 | -52 | 4 | 19 | 6
CCCN(CCC)S(=O)(=O)c1ccc(NC(=O)Cc2cccs2)cc1
  -3 | -12 | 1 | 16 | -18 | -9 | -12 | -6
Cc1ccc(Cn2c(C(CO)Nc3nc(-c4ccc(F)cc4)cs3)nc3ccccc32)cc1 (configuration not stated)
  5 | -4 | 18 | 36 | 9 | -9 | 1 | 2
O=C(CSc1nnc(CCCN2C(=O)c3cccc4cccc(c34)C2=O)n1-c1ccccc1)NCCCN1CCOCC1
  9 | -11 | 4 | -1 | -13 | 0 | 6 | 7
NC(=O)CSc1ncc(-c2ccccc2)[nH]1
  0 | -26 | -22 | 2 | -1 | -6 | 0 | 2

In another format: entries from further up.
> Cc1onc(-c2c(Cl)cccc2Cl)c1C(=O)N1CCCc2ccccc21
  HKDC1 inhibitor: -7
  Jurkat NFkB inh: 6
  Gli-Sufu antag: -6
  Apaf-1 inh: 5
  697 NFkB inh: -8
  SENP8 block: -1
  UBC13 polyUb: 5
  SENP7 block: -1

> O=C(C[n+]1cc(Br)cc(Br)c1)c1cccc([N+](=O)[O-])c1
  HKDC1 inhibitor: 11
  Jurkat NFkB inh: -2
  Gli-Sufu antag: -12
  Apaf-1 inh: 4
  697 NFkB inh: 12
  SENP8 block: -3
  UBC13 polyUb: -11
  SENP7 block: 1

> COc1ccc(/C=N/Nc2nc(C)c([N+](=O)[O-])c(N(C)c3ccccc3)n2)cc1OC
  HKDC1 inhibitor: 1
  Jurkat NFkB inh: -12
  Gli-Sufu antag: 1
  Apaf-1 inh: 14
  697 NFkB inh: 2
  SENP8 block: 5
  UBC13 polyUb: -15
  SENP7 block: 2

> Cc1ccc(Oc2ccc(C=O)cn2)cc1
  HKDC1 inhibitor: -10
  Jurkat NFkB inh: -7
  Gli-Sufu antag: 3
  Apaf-1 inh: -6
  697 NFkB inh: 6
  SENP8 block: -2
  UBC13 polyUb: -11
  SENP7 block: 3

Bioassay records (PubChem BioAssay)
